# Screening results deposited in PubChem BioAssay by several laboratories.
# TCR CD3 inh: inhibitors of human TCR-CD3 interaction; 360,000 tested, 0.37% active; TAMRA-labeled TCR probe fluorescence, biochemical; inhibition, % at 9.4 µM; AID 651800; in the data active = inhibition above about 19%;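 also: recombinant mutant TCR 2C K166C tagged with TAMRA read by polarization; 0% = receptor in buffer alone and 100% = receptor with positive control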
# SIAE inh: inhibitors of human sialic acid acetylesterase SIAE; Q9HAT2; SIAE FP-Rh probe binding, fluorescence polarization; inhibition, % at 9.66 µM; 370,000 tested, 0.69% active;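 active = inhibition above a cutoff: mean of compounds within the control limits plus 3 SD of those, cut at about 17% in these data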;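 also: 0% = plate median of compound wells and 100% = probe without SIAE protein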
# PRMT1 inh: PRMT1 (human) inhibition, primary screen; inhibition, % at 2.79 µM; 370,000 tested, 1.3% active; Q99873; recombinant PRMT1, activity-based probe fluorescence polarization;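 active = inhibition above about 21% made by adding two undisclosed values, limit read from the data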
# LEDGF integ inh: blocks HIV-1 LEDGF/p75-dependent DNA integration | TR-FRET IN-LEDGF/p75 DNA integration, Eu/Cy5 | inhibition, % at 3.7 µM | 370,000 tested, 0.64% active | AID 743269;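 active = inhibition above the screen-wide mean plus 3 SD, cut at about 13% in these data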;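 also: signal is the Cy5 over europium emission ratio at 671 and 618 nm; 0% = plate median of compound wells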
# PG9 Ab binder: binds the HIV-1 gp120 antibody PG9; TR-FRET gp120-PG9 antibody binding; inhibition, % at 6.7 µM; 360,000 tested, 0.43% active; AID 624416; in the data active = inhibition above about 8.5%
# HTRA1 inh: inhibitors of human serine peptidase HTRA1; Q92743; recombinant HTRA1, FP-rhodamine activity-based probe, fluorescence polarization; inhibition, % at 5.96 µM; 340,000 tested, 0.5% active; in the data active = inhibition above about 36%;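 also: 0% = enzyme with DMSO and 100% = wells lacking enzyme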
# Target sequence (Q92743 whole entry, looked up): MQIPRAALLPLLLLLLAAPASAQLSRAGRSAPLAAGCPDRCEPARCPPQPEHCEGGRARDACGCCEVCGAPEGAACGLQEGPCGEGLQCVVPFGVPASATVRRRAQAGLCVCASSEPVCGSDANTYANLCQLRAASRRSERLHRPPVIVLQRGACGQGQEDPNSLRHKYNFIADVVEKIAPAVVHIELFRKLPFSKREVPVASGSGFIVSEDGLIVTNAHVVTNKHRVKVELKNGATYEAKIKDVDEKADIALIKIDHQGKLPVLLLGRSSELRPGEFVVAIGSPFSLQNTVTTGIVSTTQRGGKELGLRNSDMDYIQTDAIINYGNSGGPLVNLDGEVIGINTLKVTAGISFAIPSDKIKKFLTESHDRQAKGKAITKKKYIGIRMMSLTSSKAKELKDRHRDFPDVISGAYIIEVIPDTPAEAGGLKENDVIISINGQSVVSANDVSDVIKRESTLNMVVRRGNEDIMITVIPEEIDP
# TDP2 inh: TDP2 (human) inhibition, absorbance primary screen; O95551; 370,000 tested, 0.34% active; inhibition, % at 12.8 µM; recombinant TDP2, T5PNP hydrolysis, p-nitrophenol absorbance 415 nm;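 active = inhibition above the mean of all tested compounds plus 3 SD, set per campaign, cut at about 25% in these data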;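 also: 0% = DMSO with enzyme and 100% = buffer with substrate but no TDP2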
# Target sequence (O95551 whole entry, looked up): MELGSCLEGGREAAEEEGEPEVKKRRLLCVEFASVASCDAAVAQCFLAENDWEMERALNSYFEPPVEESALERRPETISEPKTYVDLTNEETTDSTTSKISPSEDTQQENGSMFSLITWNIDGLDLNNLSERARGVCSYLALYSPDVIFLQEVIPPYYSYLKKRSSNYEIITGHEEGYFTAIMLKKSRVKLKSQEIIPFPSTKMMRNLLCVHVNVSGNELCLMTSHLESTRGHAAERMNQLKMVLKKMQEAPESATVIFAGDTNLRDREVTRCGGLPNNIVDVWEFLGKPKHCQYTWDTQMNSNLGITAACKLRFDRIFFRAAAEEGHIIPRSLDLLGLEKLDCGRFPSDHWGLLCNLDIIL
#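 System – recombinant human TDP2 · Amount – 120 nM TDP2 per well · Buffer or medium – Mg2+-containing Tris-HCl buffer, pH 7.5 · Reagent – T5PNP substrate, 5 mM · Dosing – 12.8 µM single point, 1% DMSO · Incubation – 2 h at 37 °C · Measured by – epi absorbance · Read-out basis – percent inhibition · Benchmarks – high control without enzyme, low control DMSO plus TDP2 · Repeats – singlicate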
# rCAG RNA binder: molecules binding r(CAG) RNA repeats. r(CAG) RNA repeat, TO-PRO-1 dye displacement fluorescence. inhibition, % at 3 µM. 370,000 tested, 1.3% active;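 active = inhibition above the plate cutoff, the mean of all test compounds on that plate plus 3 SD, cut at about 35% in these data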;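 also: 0% = DMSO alone and 100% = 100 µM mitoxantrone as full dye displacement; higher means more dye released from RNA so lower well fluorescence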
# mABHD4 FP: ABHD4 (mouse) inhibition, primary FP screen; Q8VD66; purified mABHD4, FP-Rh probe fluorescence polarization; inhibition, % at 8.92 µM; 370,000 tested, 0.54% active;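 active = inhibition exceeding the mean over every tested compound plus 3 SD, cut at about 30% in these data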;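 also: 0% = plate median of compound wells and 100% = S159A mutant with DMSO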
#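 assay system = mABHD4 protein | compound dosing = single nominal dose of 8.92 µM, 0.89% DMSO final | read-out basis = percent inhibition of probe binding, normalized to plate controls | schedule = Enzyme–compound pre-incubation 45 min, then probe 60 min, both 25 °C | detection = fluorescence polarization, excitation 525 nm, emission 598 nm, BODIPY TMR filters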
# Rev-erbA mod: modulators of human Rev-erb alpha DNA binding; P20393; Rev-erbα–FITC-DNA binding, fluorescence polarization, 90 min; activity, % at 10 µM; 370,000 tested, 0.79% active; AID 1259318;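 active = activity above about 14%, limit read from the data; passing the limit was not always enough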;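 also: 0% = DMSO wells with 35 nM protein and 100% = DMSO wells with 750 nM protein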
# Numbers without * were called inactive; x = no result given. An excerpt; the hit share may differ from the screen's.
nr	SMILES	TCR CD3 inh	SIAE inh	PRMT1 inh	LEDGF integ inh	PG9 Ab binder	HTRA1 inh	TDP2 inh	rCAG RNA binder	mABHD4 FP	Rev-erbA mod
1	CC(=O)Nc1ccc(S(=O)(=O)Nc2nc(C)nc3sc(C)c(C)c23)cc1	-0.9	0.1	0.3	-4.9	1.6	7.0	1.3	3.4	5.0	0.4
2	CCN(CC)C(=O)c1cc2c(=O)c3cc(F)ccc3oc2nc1C	8.7	-1.9	-0.3	1.8	-2.6	-0.5	-5.8	-3.6	-2.7	7.8
3	C=CCn1c(SCC(=O)Nc2ccc(N3CCOCC3)cc2)nnc1-c1ccncc1	-4.7	4.1	-4.1	6.4	-1.0	-4.1	-2.0	-6.1	-5.8	-5.5
4	Cc1ccccc1-c1nc(CS(=O)(=O)CC(=O)N2CCc3ccccc32)c(C)o1	2.7	-8.2	0.8	-2.0	0.6	2.8	-8.2	-0.1	5.4	-1.0
5	COc1ccc2c(c1)C(=O)CC(c1ccccc1)O2 (stereo unspecified)	3.5	4.8	-2.5	-2.2	2.0	-2.2	3.6	-0.4	2.9	0.0
6	O=C(N/N=C/c1cc(Br)c(O)c(Br)c1)c1cccc(C(F)(F)F)c1	6.3	-9.2	-2.4	4.0	-1.4	-0.7	-16.4	5.1	-4.6	-4.2
7	COc1cc(C(=O)N/C(=C/c2ccc(F)cc2)C(=O)NC(C(=O)O)c2ccccc2)cc(OC)c1OC (stereo unspecified)	-1.3	7.2	-1.6	8.3	-4.2	-2.5	-2.2	14.2	0.0	1.9
8	Cc1csc(=O)n1CC(=O)OCC(=O)c1ccc(Br)cc1	3.4	-0.4	0.0	-2.4	1.6	-8.9	3.9	-0.5	1.4	1.6
9	C=CCNc1nc(N)c([N+](=O)[O-])c(N2CCCCCC2)n1	9.0	6.4	-3.2	6.1	-0.3	0.1	-9.0	-5.4	-4.7	1.8
10	CC(c1ccc(N)cc1)c1cn(C)c2ccccc12 (stereo unspecified)	x	10.7	-3.5	-3.7	x	x	-3.2	7.2	5.2	5.7
11	CC(C)N(Cc1nc(-c2ccccc2)no1)C(=O)CN1C(=O)c2ccccc2C1=O	2.7	-1.1	-3.9	1.9	-2.3	-13.7	-11.6	1.9	-0.9	6.5
12	O=S(=O)(/N=C(/Nc1ccccc1F)c1ccccc1)c1ccccc1	3.6	4.6	-3.5	1.1	-1.9	5.7	-9.2	-4.0	-2.8	-3.6
13	Cc1ccc(C2/C(=C(\O)c3ccc4c(c3)OCCO4)C(=O)C(=O)N2Cc2cccnc2)cc1 (stereo unspecified)	0.3	6.6	2.0	0.2	27.4*	3.3	0.0	7.0	13.4	9.7
14	CCOC(=O)[C@]12CCC=C1N(Cc1ccco1)C(=O)[C@H](CC(=O)NCc1ccccc1)C2	5.0	-0.2	7.3	0.3	1.1	x	2.5	11.4	5.5	-3.0
15	COc1cccc(NC(=O)C2CCCN2C(=O)NCc2ccccc2)c1 (stereo unspecified)	x	3.9	3.0	-2.5	x	x	2.9	4.0	-3.8	0.8
16	Cc1[nH]n(-c2ccccc2)c(=O)c1C(=O)Nc1ccccc1	2.9	-3.1	0.5	-1.5	-4.8	1.5	18.4	4.8	0.8	1.0
17	Cc1ccc2c(C(=O)CN3CCCC(C)C3)c(C)[nH]c2c1 (stereo unspecified)	9.5	0.4	-2.0	-0.7	-2.0	0.2	8.7	-0.7	-0.2	-3.6
18	COc1ccccc1CNC(=S)NC1CCCCC1	-8.1	-5.7	1.4	-2.4	-2.3	3.4	-1.1	-3.9	-5.8	-1.7
19	CC1CCCN(C(=O)Cn2c(=O)oc3cc(S(=O)(=O)N4CCCCC4C)ccc32)C1 (stereo unspecified)	-0.3	0.4	-5.0	0.8	-0.4	-2.4	2.5	1.3	1.6	-7.2
20	Cc1cc([N+](=O)[O-])nn1CCCC(=O)Nc1ccc(Cl)cc1Cl	5.1	-1.0	-0.6	2.7	-0.7	3.4	-6.5	-5.9	-6.5	3.9
21	O=C(N/N=C/c1cccc([N+](=O)[O-])c1)c1c[nH]c2ccccc12	-1.5	-4.3	-0.3	-2.2	-3.0	-17.3	-8.4	4.7	-3.7	-4.9
22	COc1ccc(CN2CCN(Cc3cccc4nonc34)CC2CCO)c(C)c1C (stereo unspecified)	2.7	-2.0	-1.4	0.1	1.1	2.6	12.5	-7.8	-0.1	-6.4
23	c1cc2c3c(cccc3c1)NC1(CCCC1)N2	4.3	2.9	-3.6	12.7	-3.2	9.4	3.1	14.6	3.3	0.7
24	Oc1ccccc1C=NC1CCCCC1N=Cc1ccccc1O (stereo unspecified)	-5.2	4.5	1.7	-2.5	0.3	0.3	-3.5	2.2	3.2	2.6
25	CC(C)(C)c1ccc(S(=O)(=O)NC(=O)C2(C)CCN2C(=O)Cc2cccc3ccccc23)cc1 (stereo unspecified)	-6.3	-0.4	1.5	-0.4	-0.6	x	-0.4	71.3*	12.1	-3.5
26	CCC(=O)N1CCN(c2ccc(NC(=O)c3ccc(N4CCOCC4)c([N+](=O)[O-])c3)cc2)CC1	-9.2	1.2	2.4	0.1	-0.8	2.8	7.7	-3.9	-5.7	-1.6
27	O=C(NNc1nc2c(F)cccc2s1)c1ccc(F)cc1	-6.8	8.0	1.3	-1.2	-1.1	10.5	12.9	3.0	7.1	-0.8
28	COc1ccc(/C=N/OCC(=O)NC(c2ccccc2)c2ccccc2)c(OC)c1	2.9	-0.7	-1.5	-2.9	-1.7	-45.4	-9.6	-4.4	-21.8	1.5
29	O=C(N/N=C1/CCCc2ccccc21)c1cc([N+](=O)[O-])cc([N+](=O)[O-])c1	2.8	1.7	4.3	-2.1	0.4	x	4.0	2.6	2.2	1.7
30	O=C(CCCn1c(=O)[nH]c2cc(Cl)ccc2c1=O)N1CCN(c2ccc([N+](=O)[O-])cc2)CC1	5.0	-2.7	-0.2	-1.4	0.5	3.0	-8.6	4.6	3.4	-16.7
31	CN(C(=O)COC(=O)CNC(=O)C1CCCCC1)c1ccccc1	-6.3	-0.9	7.7	-9.5	-2.0	3.4	-9.5	0.6	-12.9	1.0
32	CC(=O)c1ccc(Nc2ccc(-c3ccccc3C)nn2)cc1	-4.5	-1.2	-1.1	-2.4	-3.7	-15.6	-3.0	7.7	-13.2	-2.8
33	O=C(NCc1ccc(F)cc1)c1cc(C2CCCN(C(=O)CCCc3ccccc3)C2)on1 (stereo unspecified)	-5.3	-0.5	0.2	-1.2	-1.2	x	3.3	0.8	2.6	-5.0
34	CC(C)(CNC(=O)c1cccc(S(=O)(=O)N2CCCCC2)c1)N1CCOCC1	-2.6	-4.7	1.7	-10.2	-1.0	9.3	1.1	2.4	-7.0	1.7
35	O=C(COc1ccc(-n2ccnc2)cc1)Nc1cccc(Cl)c1	7.3	3.8	-5.0	-0.5	1.9	1.3	-19.2	-3.8	-6.3	1.4
36	COc1cccc(C(=O)Nc2ccccc2C(=O)NC2CC2)c1	-5.4	-8.8	3.8	-4.0	-2.8	-3.2	3.7	-5.0	10.4	1.3
37	CC(=O)Nc1nc2c(ccc3ccccc32)s1	2.2	2.0	4.6	-1.2	1.0	2.2	2.4	0.6	-1.4	7.3
38	Cc1ccc(C2=NOC(C)(c3nnc(-c4ccncc4)o3)C2)cc1 (stereo unspecified)	3.2	-8.7	2.0	-2.2	-0.2	4.3	1.3	1.1	7.5	-2.6
39	Cc1cccc(C)c1NC(=O)CNC(=O)CCC(=O)N1CCOCC1	4.3	-4.0	-1.4	-3.0	1.4	20.1	1.9	-1.7	5.3	-3.8
40	Cc1cc(C)n(Cc2ccccc2)c(=O)c1S(=O)(=O)c1ccccc1	6.1	3.6	-1.1	1.4	-1.1	-2.1	-9.4	-2.2	0.2	-3.9
41	Clc1ccc(-c2nnc(N3CCOCC3)o2)cc1	3.6	-0.5	4.8	0.3	-0.2	4.5	9.8	-4.1	0.5	4.1
42	Cc1ccccc1CSCC(=O)NNC(=S)NCC1CCCO1 (stereo unspecified)	-2.2	2.2	-1.9	0.9	-1.9	3.9	-4.8	-2.4	-5.3	-0.2
43	COc1ccc(NC(=O)CS(=O)CC(=O)Nc2ccc(NC(C)=O)cc2)cc1 (stereo unspecified)	-5.1	1.4	7.8	-1.7	0.7	2.7	1.9	2.5	5.6	-6.9
44	CCC[C@H]1[C@@H](OC(=O)NCc2cccc(Cl)c2)CC[C@@]23CCCN2C(=O)CCC[C@@H]13	x	-0.6	-3.2	3.7	x	x	-3.1	x	2.7	5.7
45	CCOC(=O)C1=C(C)NC(C)=C(C(=O)OCC)C1c1ccc(Br)o1	-0.8	-4.0	-1.2	-3.1	-1.1	-9.2	-5.0	-4.0	-8.2	4.0
46	CC(=O)N1c2ccc(S(=O)(=O)N3CCCCC3)cc2CC1C(=O)NCc1ccccc1C (stereo unspecified)	-7.0	-1.4	4.9	-5.2	0.4	-1.2	-6.8	5.7	0.4	1.6
47	Cc1ccccc1C(=O)NNC(=O)C1CC(=O)N(c2ccc3c(c2)OCCO3)C1 (stereo unspecified)	-5.2	-4.2	-6.5	8.9	-2.4	2.1	-9.1	0.6	-1.1	-1.1
48	O=C(C[n+]1cc(Br)cc2ccccc21)c1ccccc1	-10.2	0.8	14.6	-1.5	-3.7	-4.2	7.7	2.7	5.9	11.2
49	N/C(Cc1cccs1)=N\OC(=O)COc1ccc(Br)cc1	1.7	-7.7	-1.5	-4.0	-2.4	-25.8	-11.6	-7.3	-10.2	3.8
50	CN(C)c1cccc(C(=O)OCC(=O)NC(=O)NCc2ccccc2)c1	1.6	3.8	-0.1	-0.1	1.2	7.8	1.4	5.9	0.4	-4.7

# Two entries drawn at random from the list so far, as already listed:
nr	SMILES	TCR CD3 inh	SIAE inh	PRMT1 inh	LEDGF integ inh	PG9 Ab binder	HTRA1 inh	TDP2 inh	rCAG RNA binder	mABHD4 FP	Rev-erbA mod
27	O=C(NNc1nc2c(F)cccc2s1)c1ccc(F)cc1	-6.8	8.0	1.3	-1.2	-1.1	10.5	12.9	3.0	7.1	-0.8
41	Clc1ccc(-c2nnc(N3CCOCC3)o2)cc1	3.6	-0.5	4.8	0.3	-0.2	4.5	9.8	-4.1	0.5	4.1

# (listing goes on)
nr	SMILES	TCR CD3 inh	SIAE inh	PRMT1 inh	LEDGF integ inh	PG9 Ab binder	HTRA1 inh	TDP2 inh	rCAG RNA binder	mABHD4 FP	Rev-erbA mod
51	O=C(COC(=O)/C=C/c1ccco1)NCCN1C(=O)CSC1=O	-2.5	3.0	-3.9	2.8	-0.8	-2.7	15.0	7.3	1.6	1.8
52	COc1ccc2sc(N(CCCN(C)C)C(=O)c3ccc(C(=O)c4ccccc4)cc3)nc2c1	11.5	2.9	0.9	-3.0	2.0	-5.4	-16.3	-7.8	7.2	4.6
53	FC(F)(F)c1ccc(-c2csc(-c3ccno3)n2)cc1	11.3	-6.3	-5.6	1.5	-2.7	-10.0	2.6	2.6	-6.8	3.4
54	COc1cccc(NC(=O)C(=O)c2cn(CC(=O)N3CCCC3)c3ccccc23)c1	7.1	-8.1	-2.2	1.0	-0.8	-12.5	-1.1	1.8	-10.8	9.3
